From PubChem
Growth percent in the NCI-60 one-dose screen (48 h, 10 µM unless noted): 100 = growth as untreated, 0 = no growth, -100 = all killed.
KM12 = KM12 colon cancer cells; actives 5% (n = 82,000)
HT29 = HT29 colon cancer; actives 7.4% (n = 81,000)
SW-620 = SW-620 colon cancer | AID 1794795 | actives 5.2% (n = 82,000)
HCC-2998 = HCC-2998 colon cancer; actives 4.7% (n = 79,000)
SNB-75 = SNB-75 CNS cancer; actives 5% (n = 79,000); AID 1794750
NCI-H322M = NCI-H322M lung cancer. actives 2.7% (n = 80,000)
HCT-116 = HCT-116 colon cancer; actives 7.3% (n = 82,000); AID 1794798
COLO 205 = COLO 205 colon cancer; actives 7.3% (n = 79,000); AID 1794742
HCT-15 = HCT-15 colon cancer. actives 5.2% (n = 82,000)
An asterisk follows results filed as active; x = not tested or not shown. Rule for the calls: active = growth percent below 10; inactive = the rest.

Sample of the layout (12 entries):
1) C=C(C)[C@@H]1CC[C@]2(C)[C@H](CC[C@@H]3[C@@H]4[C@@H](O)C(C)(C)CC[C@]4(CO)CC[C@]32C)[C@@]1(C)CCCN
2) COc1ccc(-c2nc3nonc3[nH]c2=O)cc1
3) CCCN1C(=O)C(c2ccccc2)C(=O)N2C1=C1CCCN1C(=O)c1ccccc12 (configuration not stated)
4) CCC/C(=N/NC(N)=O)c1ccco1
5) O=C(O)C(Cc1ccc(O)cc1)N1C(=O)CSC1=S (configuration not stated)
6) Brc1c(NC2=NCCN2)ccc2nccnc12
7) CCCNC(=NC)c1ccc(NC(=O)c2ccc(C(=O)Nc3ccc(C(=NC)NCCC)cc3)cc2)cc1

screen / no.	1	2	3	4	5	6	7
KM12	95	99	99	103	101	110	116
HT29	97	90	99	94	104	109	110
SW-620	97	105	105	102	100	97	110
HCC-2998	109	98	102	104	112	107	110
SNB-75	82	83	87	75	70	128	112
NCI-H322M	92	103	94	96	95	86	107
HCT-116	97	96	96	100	97	106	102
COLO 205	103	77	104	107	107	120	117
HCT-15	98	99	103	103	97	115	112

8) O=C(O)C1CCC2CCCC21 (configuration not stated)
9) CCCCCCCCCCCCCCCC[N+]1(C)CCN(SN2CC[N+](C)(CCCCCCCCCCCCCCCC)CC2)CC1
10) CCOC(=O)C(C)(F)C#N (configuration not stated)
11) CCOC(=O)N1C(=O)/C(=C\c2ccc(OC)cc2)SC1=Nc1c(C)nn(-c2ccccc2)c1N
12) CO/C=C/C(=O)c1cc2cnc3c(=N)cc(NC(=O)C(C)C)c([nH]1)c23

screen / no.	8	9	10	11	12
KM12	102	78	108	63	-24*
HT29	107	20	103	88	-21*
SW-620	104	58	103	x	-48*
HCC-2998	96	70	99	76	-21*
SNB-75	91	50	78	46	-12*
NCI-H322M	104	80	90	83	-13*
HCT-116	104	32	89	63	-55*
COLO 205	114	61	99	99	-34*
HCT-15	95	54	97	64	-27*

Main list, from the first entry:
1) C=C(C)[C@@H]1CC[C@]2(C)[C@H](CC[C@@H]3[C@@H]4[C@@H](O)C(C)(C)CC[C@]4(CO)CC[C@]32C)[C@@]1(C)CCCN
2) COc1ccc(-c2nc3nonc3[nH]c2=O)cc1
3) CCCN1C(=O)C(c2ccccc2)C(=O)N2C1=C1CCCN1C(=O)c1ccccc12 (configuration not stated)
4) CCC/C(=N/NC(N)=O)c1ccco1
5) O=C(O)C(Cc1ccc(O)cc1)N1C(=O)CSC1=S (configuration not stated)

screen / no.	1	2	3	4	5
KM12	95	99	99	103	101
HT29	97	90	99	94	104
SW-620	97	105	105	102	100
HCC-2998	109	98	102	104	112
SNB-75	82	83	87	75	70
NCI-H322M	92	103	94	96	95
HCT-116	97	96	96	100	97
COLO 205	103	77	104	107	107
HCT-15	98	99	103	103	97

6) Brc1c(NC2=NCCN2)ccc2nccnc12
7) CCCNC(=NC)c1ccc(NC(=O)c2ccc(C(=O)Nc3ccc(C(=NC)NCCC)cc3)cc2)cc1
8) O=C(O)C1CCC2CCCC21 (configuration not stated)
9) CCCCCCCCCCCCCCCC[N+]1(C)CCN(SN2CC[N+](C)(CCCCCCCCCCCCCCCC)CC2)CC1
10) CCOC(=O)C(C)(F)C#N (configuration not stated)

screen / no.	6	7	8	9	10
KM12	110	116	102	78	108
HT29	109	110	107	20	103
SW-620	97	110	104	58	103
HCC-2998	107	110	96	70	99
SNB-75	128	112	91	50	78
NCI-H322M	86	107	104	80	90
HCT-116	106	102	104	32	89
COLO 205	120	117	114	61	99
HCT-15	115	112	95	54	97

11) CCOC(=O)N1C(=O)/C(=C\c2ccc(OC)cc2)SC1=Nc1c(C)nn(-c2ccccc2)c1N
12) CO/C=C/C(=O)c1cc2cnc3c(=N)cc(NC(=O)C(C)C)c([nH]1)c23
13) COc1ccc(-c2ccc(SCC(=O)Nc3ccc(S(N)(=O)=O)cc3)nn2)cc1
14) CC(C(=O)N1CCN(c2ccc(Cl)c(Cl)c2)CC1)c1ccc(NS(=O)(=O)c2ccccc2)cc1 (configuration not stated)
15) Cc1ccc2oc(=O)cc(CSc3nnc(-c4ccc(F)cc4)o3)c2c1

screen / no.	11	12	13	14	15
KM12	63	-24*	101	78	99
HT29	88	-21*	113	73	87
SW-620	x	-48*	107	89	101
HCC-2998	76	-21*	109	88	102
SNB-75	46	-12*	106	88	95
NCI-H322M	83	-13*	101	77	93
HCT-116	63	-55*	103	66	104
COLO 205	99	-34*	157	81	106
HCT-15	64	-27*	101	74	97

16) C[Si]1(C)N[Si](C)(C)N[Si](C)(C)N1
17) Cc1ccc(/C=C(\C#N)C(=O)Nc2ncc(Cc3cc(Cl)ccc3Cl)s2)o1
18) CC(=O)c1c[nH]c(=O)[nH]c1=O
19) CC(C)(C)c1ccc[nH]1
20) N#Cc1nn(-c2ccccn2)c(N)c1C#N

screen / no.	16	17	18	19	20
KM12	103	27	97	99	101
HT29	101	97	98	95	86
SW-620	107	53	100	116	115
HCC-2998	101	30	114	111	106
SNB-75	109	-0.4*	76	93	87
NCI-H322M	89	47	107	130	107
HCT-116	108	54	95	96	88
COLO 205	130	102	104	108	106
HCT-15	110	59	95	104	102

21) Cc1ccc(C(=O)O)c(O)c1
22) CCCCN(CCCC)C(=O)CC(C)=O
23) C/C(=C\C=C\[C@H](C)CC(=O)O)[C@H](O)[C@H](C)C(=O)O[C@H]1C[C@H](C)[C@H](O)c2ccc(C)c(C)c21
24) Cc1nn(-c2ccccc2)c(Cl)c1/C=C1\N=C(c2ccccc2)N(C(=O)c2ccc(O)cc2)NC1=O
25) O=[N+]([O-])c1ccc(N/N=C\c2ccc(Cl)cc2Cl)nc1

screen / no.	21	22	23	24	25
KM12	111	x	79	89	104
HT29	108	105	61	81	106
SW-620	98	106	97	110	103
HCC-2998	96	106	98	101	99
SNB-75	82	94	83	x	111
NCI-H322M	95	113	82	89	107
HCT-116	100	105	63	83	108
COLO 205	108	92	98	122	127
HCT-15	106	104	102	78	116

26) C=C(C)[C@@H]1CC[C@]2(NC(=O)Nc3ccccn3)CC[C@]3(C)[C@H](CC[C@@H]4[C@@]5(C)Cc6c([nH]c7ccccc67)C(C)(C)[C@@H]5CC[C@]43C)[C@@H]12
27) CC1(C)CC(=O)C2=C(C1)N(CCO)c1cc3c(cc1C2c1cccc(F)c1)OCO3 (configuration not stated)
28) CC(O)COC(C)C (configuration not stated)
29) Cc1ccc(-n2c(/C=C3\C(=O)Nc4ccccc43)ccc2COCC2CO2)cc1 (configuration not stated)
30) CC(O)COCC(C)OC(C)C (configuration not stated)

screen / no.	26	27	28	29	30
KM12	102	102	101	103	105
HT29	107	90	95	111	123
SW-620	103	100	105	92	103
HCC-2998	107	104	102	118	111
SNB-75	87	97	95	95	89
NCI-H322M	97	90	104	110	107
HCT-116	100	93	99	97	103
COLO 205	115	108	110	116	113
HCT-15	110	94	97	101	102

31) COc1cc2c(cc1OC)C1=CCCCC1NC2=O (configuration not stated)
32) CCCCCOC(=O)c1cccnc1
33) C\C=C/C=N/N=C(N)\C(N)=N\N=C\C=C\C
34) COc1cc(C(=O)c2cc(C)c3[nH]c4ccc(Cl)cc4c3c2C)cc(OC)c1OC
35) S=C(N/N=C/c1cccc2ccccc12)N/N=C/c1cccc2ccccc12

screen / no.	31	32	33	34	35
KM12	102	109	105	-5.0*	100
HT29	99	101	104	19	106
SW-620	109	99	114	26	102
HCC-2998	107	100	120	14	102
SNB-75	98	111	109	23	x
NCI-H322M	99	105	116	33	107
HCT-116	92	108	100	3.7*	95
COLO 205	109	104	122	11	128
HCT-15	94	101	101	7.4*	100

36) Fc1cc(Nc2ccc3c(OCCCN4CCOCC4)cccc3n2)ccc1Cl
37) Cc1ccc(NC(=O)NC(=O)CSc2nc3ccccc3nc2C)cc1
38) COC(=O)CC(N)C(=O)OC (configuration not stated)
39) CC(C)[C@@H]1NC(=O)[C@H](Cc2ccccc2)NC(=O)[C@@H]2CCCN2C(=O)[C@H](C(C)O)NC(=O)[C@H](C)NC(=O)[C@@H]2CCCN2C(=O)[C@@H]2CCCN2C1=O (some centres not stated)
40) COc1ccccc1S(=O)(=O)Nc1ccc2c3c(cc(-c4ccoc4)nc13)C(=O)N2C

screen / no.	36	37	38	39	40
KM12	-22*	77	104	111	58
HT29	-49*	68	106	112	44
SW-620	-32*	78	107	103	71
HCC-2998	-58*	72	122	85	75
SNB-75	37	71	87	101	17
NCI-H322M	45	95	x	120	76
HCT-116	3.6*	17	103	97	63
COLO 205	-50*	81	114	122	45
HCT-15	-13*	89	99	106	67

41) CC1CCCc2c1nc1nc(SCC(=O)c3ccccc3)nc(N)c1c2-c1ccc(Cl)cc1 (configuration not stated)
42) COC(=O)c1nc(N)nc(C(=O)OC)c1C(=O)c1ccc([N+](=O)[O-])cc1
43) CCOC(=O)c1c(N2CCCC2)[nH]c(=O)c(C=Nc2ccc(Cl)cc2)c1O
44) Cc1ccc(S(=O)(=O)N/N=C2\CC3CC2C2CCCC32)cc1 (configuration not stated)
45) COC(=O)Cc1cc(O)cc2oc(-c3ccc(OC)c(O)c3)cc(=O)c12

screen / no.	41	42	43	44	45
KM12	79	102	95	111	106
HT29	x	110	111	103	110
SW-620	97	118	106	96	108
HCC-2998	111	112	96	94	106
SNB-75	94	93	94	90	89
NCI-H322M	101	109	104	x	103
HCT-116	62	118	81	113	107
COLO 205	117	100	149	114	117
HCT-15	82	100	75	102	101

Overlap with the part before: 2 entries; new compounds follow.
44) Cc1ccc(S(=O)(=O)N/N=C2\CC3CC2C2CCCC32)cc1 (configuration not stated)
45) COC(=O)Cc1cc(O)cc2oc(-c3ccc(OC)c(O)c3)cc(=O)c12
46) O=C(O)c1ccc(-n2cc(/C=N/Nc3ccc(F)c(Cl)c3)c(-c3cc4ccc(O)cc4oc3=O)n2)cc1
47) COc1ccc(C(=O)/C=C/c2cn(-c3ccc(C)cc3)nc2-c2ccc(S(C)(=O)=O)cc2)cc1
48) O=C(CS(=O)(=O)c1ccccc1)c1cc2cc(Br)ccc2o1
49) O=C(NN1C(=O)/C(=C\c2ccc(Br)cc2)SC1=S)c1ccncc1
50) COC(=O)c1cc(N=C2NC(=O)/C(=C/C=C/c3ccccc3)S2)ccc1O

screen / no.	44	45	46	47	48	49	50
KM12	111	106	94	79	104	107	23
HT29	103	110	112	93	101	108	11
SW-620	96	108	100	95	102	102	31
HCC-2998	94	106	97	103	105	103	49
SNB-75	90	89	90	112	90	88	13
NCI-H322M	x	103	100	91	99	109	47
HCT-116	113	107	97	80	100	100	18
COLO 205	114	117	105	111	x	123	10.0*
HCT-15	102	101	100	63	102	104	26

51) COc1cc(NCC(O)CN2CCC(C)CC2C)c2ncccc2c1 (configuration not stated)
52) O=C1C=C(OCC=C(Cl)Cl)C(=O)c2ccccc21
53) CN(C)CCCNC(=O)c1cc(NC(=O)c2cc(NC(=O)c3ccc(C#Cc4ccccc4)cc3)cn2C)cn1C
54) COc1ccc2c(c1)O/C(=C\c1cccc(OCC(=O)Nc3nc(C)c(C)s3)c1)C2=O
55) CN(C)c1ccc(O)c2c1C[C@H]1C[C@H]3[C@H](N(C)C)C(=O)C(C(N)=O)=C(O)[C@@]3(O)C(=O)C1=C2O

screen / no.	51	52	53	54	55
KM12	86	91	-64*	1.9*	58
HT29	87	82	-68*	-30*	64
SW-620	57	78	-13*	-39*	60
HCC-2998	102	112	-91*	x	55
SNB-75	97	51	x	-63*	67
NCI-H322M	96	101	39	103	50
HCT-116	67	22	-92*	67	41
COLO 205	91	137	-75*	92	77
HCT-15	81	64	-21*	94	42

56) CN(C)c1ccc(/C=N/NC(=O)c2cc(-c3nc4ccccc4[nH]3)nc3ccccc23)cc1
57) O=C(N=Nc1c(O)[nH]c2ccc(Cl)cc12)c1ccc2nc(-c3ccccc3)[nH]c2c1
58) COc1ccc(Nc2ncnc3c2c(SC)nn3-c2ccccc2)cc1
59) COC(=O)c1ccccc1N=CCC(C)CCCC(C)(C)O (configuration not stated)
60) COc1cc2c(cc1OC)C(c1c(-c3c(Cl)cccc3Cl)noc1C)=NCC2

screen / no.	56	57	58	59	60
KM12	93	91	x	119	86
HT29	97	57	87	109	88
SW-620	101	18	103	102	99
HCC-2998	106	10	103	114	95
SNB-75	85	92	66	89	99
NCI-H322M	97	16	82	108	95
HCT-116	98	59	89	95	92
COLO 205	101	62	111	110	97
HCT-15	85	95	89	96	92

61) Cc1noc(C)c1-c1ccc(=O)n(Cc2cccc3cccnc23)n1
62) CC(C)Nc1ncccn1
63) COc1ccc2cc(C(C)C(=O)Nc3ccc(-c4n[nH]c(=S)n4C4CCCCC4)cc3)ccc2c1 (configuration not stated)
64) COc1ccc(/C=C2\SC(=S)N(/C=C3\C(=O)N(c4ccccc4)N=C3C)C2=O)cc1OC
65) O=[N+]([O-])c1cccc(C2c3sc4ccc(Cl)cc4c3Nc3nnc(-c4cccc(F)c4)n32)c1 (configuration not stated)
66) Cc1nc(SCC(=O)NC2CCCC2)c2oc3ccccc3c2n1
67) CC(=O)Nc1cc(C)ccc1C
68) Nc1nc(-c2ccc(Cl)cc2)cc(-c2cc3ccccc3oc2=O)n1

screen / no.	61	62	63	64	65	66	67	68
KM12	103	113	56	96	98	78	97	103
HT29	85	105	85	98	108	113	95	94
SW-620	98	103	92	93	104	87	96	97
HCC-2998	101	107	71	82	118	103	100	126
SNB-75	44	113	67	33	94	88	96	68
NCI-H322M	105	114	114	80	90	82	96	x
HCT-116	77	122	49	72	98	93	97	88
COLO 205	106	118	75	99	106	108	102	100
HCT-15	93	103	54	77	99	76	101	102
